High-throughput results from PubChem BioAssay.
A-T KAP1 phos = potential ataxia-telangiectasia treatments restoring KAP-1 phosphorylation | AID 485349 | […] A-T fibroblasts, KAP-1 phosphorylation AlphaLISA; neocarzinostatin DNA damage 30 min before lysis | Potency, µM (doses to about 57.5 µM), without a hit: at the top dose activation, actives largely listed as activators | 320,000 tested, 0.19% active; also: potency is read from the fitted curve at half-maximal effect; % of control where 0% means no effect; nearly all actives have a fitted effect of over 45% in size
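ATM-like activity read as KAP-1 phosphorylation via AlphaLISA donor/acceptor antibody pairs after lysis and 6 hr at 25C. Cells were ATM-null patient fibroblasts ([…], hTERT), dosed 60 min, then exposed to the DSB inducer NCS for 30 min.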
TCR act = activates T cell receptor signaling; Potency, µM (series often up to 9.22 µM), inactives show top-dose activation of IL-2 secretion, hits mostly activators; 330,000 tested, under 10 active; AID 504894; primary human leukocytes, anti-CD3, IL-2 HTRF, 48 h; also: % of control where 0% means no effect
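Using a-CD3 beads without co-stimulation, primary human leukocytes were exposed to compounds for 48 hr. An HTRF IL-2 kit measured the cytokine, with europium-to-d2 energy transfer producing emission at 665nm upon 320nm excitation.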
USP2a block = inhibitors of human ubiquitin-specific protease USP2a; O75604; USP2 core, Ub-CHOP2 coupled fluorogenic reporter, 485/531; Potency, µM (series often up to 38.3 µM), for inactives: at the highest dose activity change, negative = inhibition, hits mostly inhibitors; 330,000 tested, 0.01% active; AID 463254;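 also: potency is read from the fitted curve at half-maximal effect; plate controls were DMSO wells for no effect and full inhibition by NEM control for full effect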
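USP2 core (10nM final) preincubated 30min RT with compound in 20mM Tris-HCl pH 8.0, 2mM CaCl2, 2mM beta-mercaptoethanol, 0.05% CHAPS; 25nM Ub-CHOP2 plus 25nM reporter substrate added, fluorescence (Ex485/Em531) read after 60min.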
TRPV1 ag = activates the human vanilloid receptor TRPV1 | Q8NER1 | TRPV1-expressing cells, Fluo-8 calcium influx, agonist mode | activation, % at 8.33 µM | 320,000 tested, 0.19% active | AID 540275; in the data active = activation above about 80%; inconclusive = between about 30% and that limit; also: 0% is about no effect
Target sequence (Q8NER1 whole entry, looked up): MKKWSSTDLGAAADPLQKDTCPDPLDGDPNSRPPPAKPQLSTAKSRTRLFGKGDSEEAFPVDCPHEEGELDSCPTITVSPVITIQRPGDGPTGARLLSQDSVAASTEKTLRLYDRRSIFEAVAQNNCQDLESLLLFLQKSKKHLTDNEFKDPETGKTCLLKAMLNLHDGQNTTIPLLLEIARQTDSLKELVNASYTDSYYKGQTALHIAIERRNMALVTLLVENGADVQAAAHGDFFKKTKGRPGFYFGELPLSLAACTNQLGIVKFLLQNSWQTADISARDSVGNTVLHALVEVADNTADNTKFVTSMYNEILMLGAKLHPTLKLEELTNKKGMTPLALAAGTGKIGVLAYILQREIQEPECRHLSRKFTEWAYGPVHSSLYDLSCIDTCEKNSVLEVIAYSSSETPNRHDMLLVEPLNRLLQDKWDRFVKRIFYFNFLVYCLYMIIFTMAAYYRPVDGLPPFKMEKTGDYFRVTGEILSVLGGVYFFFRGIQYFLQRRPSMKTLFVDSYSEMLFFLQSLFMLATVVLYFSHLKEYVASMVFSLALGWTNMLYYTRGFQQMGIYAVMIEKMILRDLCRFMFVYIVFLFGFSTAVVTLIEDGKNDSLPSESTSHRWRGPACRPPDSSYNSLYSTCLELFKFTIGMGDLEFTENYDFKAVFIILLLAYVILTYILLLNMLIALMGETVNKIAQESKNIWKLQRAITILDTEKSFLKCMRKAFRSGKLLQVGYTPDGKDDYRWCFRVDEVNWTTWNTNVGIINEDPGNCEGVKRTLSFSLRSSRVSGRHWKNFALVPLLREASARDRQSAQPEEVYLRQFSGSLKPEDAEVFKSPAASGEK
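Cells expressing TRPV1 were dye-loaded with Fluo-8 and read kinetically: 10 s baseline, 3 min after compound (agonist portion), then 2 min after EC20 capsaicin (allosteric enhancer portion). Calcium-bound dye fluorescence at 480/520 nm.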
KCNH2 3.1 inh = blocks the human KCNH2 3.1 channel isoform; U2OS KCNH2 3.1, thallium flux FluxOr; stronger effect = lower value; AID 720553; activity change, % (tested at about 1.8 µM); 340,000 tested, 0.95% active;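 active = maximum activity change below -70%; inconclusive = maximum activity change from -70% to -50%; inactive = maximum activity change above -50%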;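 also: thallium influx rate constant from kinetic fluorescence after stimulation buffer; % is scaled to controls: 0 for no effect and ±100 for the full control effect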
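Normalized rate constant (relative to positive and negative DMSO controls) derived from a 2 min kinetic fluorescence read after stimulation; U2OS cells expressing the 3.1 isoform via virus at 1.77 x 10^8 /mL.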
Eya2 phos inh = Eya2 (human) phosphatase inhibition; O00167; recombinant Eya2, OMFP fluorescence dephosphorylation (OMFP is methylfluorescein phosphate); Potency, µM (top dose mostly 76.9 µM), without a hit: top-dose activity, negative = inhibition, actives largely listed as inhibitors; 330,000 tested, 0.006% active; also: potency is read from the fitted curve at half-maximal effect; % is scaled to controls: 0 for no effect and ±100 for the full control effect
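Eya2 protein (added as 0.2 uM solution) was preincubated with compound for 10 min at ambient temperature in 50 mM HEPES pH 7.5, 50 mM NaCl, 5 uM MgCl2, 0.05% BSA, 1 mM DTT. OMFP (added at 50 uM) then reacted 10 min; fluorescence read at 485/525 nm.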
hERG WT inh = KCNH2 (human, wildtype) channel inhibition. Q12809. U2OS, BacMam KCNH2, thallium flux FluxOr; stronger effect = lower value. activity change, % at 1.84 µM. 340,000 tested, 0.37% active;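 active = maximum activity change below -70%; inconclusive = maximum activity change between -70% and -50%; inactive = maximum activity change above -50%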; also: % is scaled to controls: 0 for no effect and ±100 for the full control effect
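U2OS cells were transduced with wild-type KCNH2 virus (2.03 x 10^8 / mL) for 4 h at room temperature, then cultured overnight at 37 C. Thallium flux was read with FluxOr dye. Rate constants were normalized to DMSO controls.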
Mito fusion yeast = inhibitors of mitochondrial division or activators of mitochondrial fusion. AID 485298. S. cerevisiae fusion-defective mutant growth rescue, CellTiterGlo 48 h. 320,000 tested, 0.23% active. Potency, µM (top dose mostly 46.1 µM), for the others: top-dose growth rescue (activation), hits mostly activators;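 also: potency is read from the fitted curve at half-maximal effect; % of control where 0% means no effect; nearly all actives have a fitted effect of over 45% in size; temperature-sensitive fusion mutants such as fzo1-1 at 37 °C on non-fermentable ethanol glycerol medium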
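Compounds are tested for their ability to restore growth of mitochondrial fusion-defective yeast strains at non-permissive 37C in YPEG medium over 48 hours. Viability is quantified by luciferase luminescence.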
ELG1 repair inh = blocks ELG1-dependent DNA repair in HEK293T cells | Potency, µM (highest dose often 46.1 µM), without a hit: at the highest dose activity change, negative = inhibition, most hits filed as inhibitors | 330,000 tested, 2.3% active | HEK293T ELG1-luciferase reporter, luminescence, 16 h; DNA damage induced by 5-fluorouridine; also: potency is read from the fitted curve at half-maximal effect; % is scaled to controls: 0 for no effect and ±100 for the full control effect; nearly all actives have a fitted effect of over 55% in size
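Overnight (16 hr) co-exposure of 2,000 cells/well to 5-fluorouridine and compound at 37 °C preceded detection. Luciferase was quantified via ONE-Glo luminescence; loss of signal denotes inhibition.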
TSHR antag = human thyrotropin receptor antagonism | P16473 | TSHR-expressing cells, TSH-stimulated cAMP HTRF, 2 h; stronger effect = lower value | activity change, negative = inhibition, % at 11.5 µM | 330,000 tested, 0.2% active | AID 504810;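 active = activity change below a set negative limit, meaning inhibition stronger than a set level, cut at about -70% in these data; inconclusive = activity change between two set negative limits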; also: % is scaled to controls: 0 for no effect and ±100 for the full control effect
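TSHR-expressing cells were treated with compounds, then stimulated with TSH at EC80 (4nM final) for 2 hours at 37 deg C. Cellular cAMP was measured by HTRF competition between lysate cAMP and cAMP-d2 for a cryptate-labelled anti-cAMP antibody.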
* = called active by the depositor; ? = inconclusive; . = no result given; [ ] = another dose, or the depositor's remark. Unless noted, calls follow the shape of the dose curve; as a rule, active = well fitted curve in the direction sought with a large enough effect; inconclusive = small, poorly fitted or top-dose-only effect, or another doubt; inactive = no such curve, though single readings can be large; an effect the other way counts as inactive or inconclusive.

SMILES	A-T KAP1 phos	TCR act	USP2a block	TRPV1 ag	KCNH2 3.1 inh	Eya2 phos inh	hERG WT inh	Mito fusion yeast	ELG1 repair inh	TSHR antag
Cc1sc(-n2c(C)cc(C=O)c2C)c(C(=O)O)c1C	.	.	3%	0	5	6%	3	-1%	15%	8
O=C(Nc1cc(C(F)(F)F)ccc1N1CCCC1)C1CCCO1 (stereo not drawn)	-2%	.	1%	22	9	-1%	-3	1%	?	-4
CCC(=O)Nc1ccccc1C(=O)OCC(=O)Nc1ccc(S(N)(=O)=O)cc1	5%	-1%	1%	0	-10	5%	-1	-2%	-1%	1
CCn1c(CNC(=O)Cc2ccc(OC)cc2)nnc1SCC(=O)NC1CCCCC1	.	-1%	3%	14	2	11%	-2	-2%	-2%	-4
COc1ccc(-n2c(C)cc(C(=O)CSc3nnc(-c4cccs4)o3)c2C)cc1	6%	-7%	-1%	-2	3	-1%	2	-1%	6.5µM*	?
CN1CCN/C1=C(/C(Cl)=C(Cl)Cl)[N+](=O)[O-]	3%	-5%	4%	11	12	-1%	4	7%	16%	-2
COc1ccc(N2CCN(C(=O)c3ccccc3F)CC2)c([N+](=O)[O-])c1	2%	-3%	0%	13	7	-15%	12	-5%	-3%	-2
C/C(=N\O)c1ncc(C(F)(F)F)cc1Cl	1%	-7%	0%	1	-4	-2%	1	3%	1%	3
O=C(Cc1ccccc1)Nc1ccccc1C(=O)N1CCN(c2ccccc2)CC1	5%	3%	-1%	2	4	4%	-14	-3%	-2%	-3
O=C(c1cccc(NS(=O)(=O)c2cccc(C(F)(F)F)c2)c1)N1CCOCC1	3%	3%	1%	-2	-2	3%	17	4%	13%	4
CC1(C)Cc2c(C#N)c(N3CCN(C(=O)c4ccccc4)CC3)nc(-c3ccco3)c2CS1	22%	5%[46.1 µM]	-4%	-3	14	-14%	5	1%	?	24
Cc1cc(C)nc(N(C#N)Cc2ccccc2C)n1	21%	-6%	0%	-2	19	0%	-6	12%	26%	16
O=C(COC(=O)C1=COCCO1)Nc1cccc(Oc2ccccc2)c1	-1%	5%	4%	3	7	10%	-12	3%	6%	-16
CC(C)C(OC(=O)c1cccs1)C(=O)NCc1ccccc1 (stereo not drawn)	6%	0%	0%	0	0	?	19	12%	8%	-5
O=C(CSc1ccc2c(c1)OCCO2)Nc1ncccc1O	2%	0%	0%	2	0	4%	-2	-1%	?	-2
COc1ccc(C)cc1NC(=O)C(c1ccccc1)N1CCN(CC(=O)N2CCOCC2)CC1 (stereo not drawn)	2%	-4%	1%	-4	-33	25%	9	3%	?	-1
OCCN(CCO)CC(O)CN1c2ccccc2Sc2ccccc21 (stereo not drawn)	-9%	-2%	2%	-1	-2	8%	-10	13%	-13%	-10
CC1(C)C(=O)Nc2ccccc2N1C(=O)COc1ccc(C#N)cc1	0%	-5%	-4%	.	18	1%	6	.	-4%	0
NC(=O)c1c(N)sc(=S)n1-c1ccccc1	2%	2%	0%	1	-14	31%	0	2%	-3%	4
CCOC(=O)c1cnc2c(C(F)(F)F)cccc2c1N1CCOCC1	-8%	-4%	0%	27	3	-25%	-3	-2%	?	3

The list goes on; it opens with the 4 that closed the last part.
SMILES	A-T KAP1 phos	TCR act	USP2a block	TRPV1 ag	KCNH2 3.1 inh	Eya2 phos inh	hERG WT inh	Mito fusion yeast	ELG1 repair inh	TSHR antag
OCCN(CCO)CC(O)CN1c2ccccc2Sc2ccccc21 (stereo not drawn)	-9%	-2%	2%	-1	-2	8%	-10	13%	-13%	-10
CC1(C)C(=O)Nc2ccccc2N1C(=O)COc1ccc(C#N)cc1	0%	-5%	-4%	.	18	1%	6	.	-4%	0
NC(=O)c1c(N)sc(=S)n1-c1ccccc1	2%	2%	0%	1	-14	31%	0	2%	-3%	4
CCOC(=O)c1cnc2c(C(F)(F)F)cccc2c1N1CCOCC1	-8%	-4%	0%	27	3	-25%	-3	-2%	?	3
CCc1ccc(-c2nc(SCC(=O)N3CCOCC3)n[nH]2)cc1	5%	2%	1%	0	-20	-1%	-11	5%	?	2
Cc1ccc(Nc2nc(N)nc(CSC(=S)N3CCOCC3)n2)c(C)c1	4%	-10%[46.1 µM]	3%	?	-3	-2%	2	-10%	?	2
COc1ccc(-c2nc(Cn3c(SCc4cccc(F)c4)nc4ccncc43)c(C)o2)cc1OC	9%	-3%	2%	8	-107*	-29%	-1	-4%	?	-6
COc1ccc(C(=O)Nc2ccc(NC(=O)C3CC3)nc2)cc1	1%	4%	-2%	3	11	-17%	-2	12%	?	-3
C/C(=C\C(=O)c1ccc(C)cc1)Nc1ccc(N2CCOCC2)cc1	-7%	.	3%	-1	.	-11%	.	1%	-3%	-2
CCNCCOC(c1ccccc1)c1ccccc1	3%	-1%[46.1 µM]	1%	0	11	1%	-10	-4%	4%	0
Cc1nc2ccccc2nc1OCc1ccccc1	19%	-2%[46.1 µM]	2%	27	-21	2%	-16	2%	?	-13
O=C(NC(=S)N1CCN(c2nc(-c3ccccc3)cs2)CC1)c1cccnc1	-4%	?	3%	16	16	0%	1	0%	13%	12
CC(=O)Nc1ccc(S(=O)(=O)N2CCC(C(=O)NC3CCCC3)CC2)cc1	6%	3%	3%	1	28	7%	22	-7%	?	-1
Cc1cc(-c2n[nH]c(=S)n2Cc2ccco2)n(C)n1	-5%	0%[46.1 µM]	0%	3	12	2%	-6	0%	?	11
FC(F)(F)c1cccc(NC(=S)N2CCCCCC2)c1	0%	-17%	1%	-7	0	6%	-11	?	?	18
CC(C)(C)NC(=O)CSc1ncnc2c1cnn2-c1ccccc1	1%	6%	3%	13	5	-5%	7	0%	?	-36
Cc1ccc(C)c(S(=O)(=O)Nc2nc3ccc(S(N)(=O)=O)cc3s2)c1	-3%	-4%	0%	1	-12	0%	7	4%	6%	5
O=C(CSc1nnnn1-c1ccc2c(c1)CCC2)Nc1ccc2c(c1)OCCO2	-15%	3%	-11%	16	1	7%	8	-2%	-4%	-10
C/C(=N\O)c1cc(Cl)ccc1O	-2%	3%	2%	.	9	1%	2	-2%	-10%	2
CCOC(=O)COc1ccccc1C(=O)c1cnn(-c2ccccc2)c1	12%	1%	5%	?	-17	-29%	14	-1%	22%	-3

Some values from the entries so far.
Result for Cc1sc(-n2c(C)cc(C=O)c2C)c(C(=O)O)c1C under TRPV1 ag: 0
Result for Cc1cc(C)nc(N(C#N)Cc2ccccc2C)n1 under KCNH2 3.1 inh: 19

One compound at a time (already shown). Screens in order: A-T KAP1 phos	TCR act	USP2a block	TRPV1 ag	KCNH2 3.1 inh	Eya2 phos inh	hERG WT inh	Mito fusion yeast	ELG1 repair inh	TSHR antag
Shown for COc1ccc(C(=O)Nc2ccc(NC(=O)C3CC3)nc2)cc1 : 1%	4%	-2%	3	11	-17%	-2	12%	?	-3
Shown for Cc1nc2ccccc2nc1OCc1ccccc1 : 19%	-2%[46.1 µM]	2%	27	-21	2%	-16	2%	?	-13
Shown for O=C(NC(=S)N1CCN(c2nc(-c3ccccc3)cs2)CC1)c1cccnc1 : -4%	?	3%	16	16	0%	1	0%	13%	12
Shown for C/C(=N\O)c1cc(Cl)ccc1O : -2%	3%	2%	.	9	1%	2	-2%	-10%	2
Shown for Cc1ccc(C)c(S(=O)(=O)Nc2nc3ccc(S(N)(=O)=O)cc3s2)c1 : -3%	-4%	0%	1	-12	0%	7	4%	6%	5

These rows are one share of the data. The share of hits here may be higher or lower than overall.
